Bioassay records deposited in PubChem BioAssay by several laboratories.
N-glyco inh – N-linked glycosylation inhibition; D54 ERlucT glycosylation luciferase reporter, 24 h; percent of 100 nM tunicamycin response; reporter increase, % at 12.5 µM; AID 588692; hit rate 0.23% among 360,000;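 active = mean luciferase reporter signal, scaled so untreated is 0 and the glycosylation-blocking control 100, at or above a set limit in every replicate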;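 also: luciferase carries N-glycosylation sites so blocking glycosylation raises the light; 0% = median of neutral control wells and 100% = median of 100 nM tunicamycin wells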
aDG glyco up – increases alpha dystroglycan glycosylation; Pro5-aDG cells, alpha-DG glycosylation AlphaScreen (IIH6); 0% Pro5, 100% B10-LARGE cell signal; hit rate 0.22% among 360,000; AID 624168; activation, % at 10 µM;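 active = activation of at least 8% versus controls, or a plate z-score of at least 8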;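 also: Pro5 are CHO cells carrying HIG-tagged alpha-DG that lacks glycosylation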
MC4R barr agon – activates human MC4R beta-arrestin recruitment. P32245. AID 540308. U2OS MC4R beta-arrestin complementation, luminescence; percent of melanotan II response, DMSO zero. hit rate 0.98% among 360,000. activation, % at 8.9 µM;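 active = activation above a per-plate cutoff, the mean activation of sample wells on that plate plus 3 SD, cut at about 8% in these data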
Target sequence (P32245 whole entry, looked up): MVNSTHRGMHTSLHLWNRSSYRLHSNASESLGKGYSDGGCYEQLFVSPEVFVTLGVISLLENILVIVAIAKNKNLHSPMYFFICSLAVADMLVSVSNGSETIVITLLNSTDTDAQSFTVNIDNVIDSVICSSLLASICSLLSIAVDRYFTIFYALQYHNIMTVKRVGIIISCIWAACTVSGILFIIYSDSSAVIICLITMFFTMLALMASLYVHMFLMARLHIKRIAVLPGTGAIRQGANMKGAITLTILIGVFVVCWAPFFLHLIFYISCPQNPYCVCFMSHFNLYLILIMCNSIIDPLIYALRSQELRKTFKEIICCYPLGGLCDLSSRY
ABCB6 inh MLPCN – inhibitors of human ABC transporter ABCB6 | Q9NP58 | K562-ABCB6 porphyrin accumulation, flow cytometry, 1 h; stronger effect = lower value | fluorescence ratio to DMSO, % at 10 µM | hit rate 0.19% among 360,000 | AID 602162;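 active = fluorescence ratio to DMSO below 75%, the collection mean minus 3 SD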;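 also: signal is porphyrin accumulated inside mitochondria; 100% equals median channel fluorescence of DMSO control wells; lower ratio means ABCB6 inhibition with less porphyrin fluorescence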
hiPSC survival – hiPSC single-cell survival enhancement. ATPlite luminescence; 100% = ROCK inhibitor wells, 0% = DMSO. survival enhancement, % at 20 µM. hit rate 0.044% among 360,000; in the data active = survival enhancement above about 18%;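 also: cells exposed to compounds for 16 hours before the ATP read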
m5-HT2A agonist – activates the mouse 5-HT2A serotonin receptor | activation, % at 7.6 µM | hit rate 0.66% among 360,000 | AID 624169 | P35363 | CHO-K1 mHTR2A beta-arrestin complementation, luminescence; percent of 30 µM serotonin response;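 active = activation above a run cutoff, the mean activation of all tested compounds plus 3 SD, cut at about 14% in these data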;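 also: 0% = plate median of compound wells and 100% = 30 µM serotonin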
Target sequence (P35363 whole entry, looked up): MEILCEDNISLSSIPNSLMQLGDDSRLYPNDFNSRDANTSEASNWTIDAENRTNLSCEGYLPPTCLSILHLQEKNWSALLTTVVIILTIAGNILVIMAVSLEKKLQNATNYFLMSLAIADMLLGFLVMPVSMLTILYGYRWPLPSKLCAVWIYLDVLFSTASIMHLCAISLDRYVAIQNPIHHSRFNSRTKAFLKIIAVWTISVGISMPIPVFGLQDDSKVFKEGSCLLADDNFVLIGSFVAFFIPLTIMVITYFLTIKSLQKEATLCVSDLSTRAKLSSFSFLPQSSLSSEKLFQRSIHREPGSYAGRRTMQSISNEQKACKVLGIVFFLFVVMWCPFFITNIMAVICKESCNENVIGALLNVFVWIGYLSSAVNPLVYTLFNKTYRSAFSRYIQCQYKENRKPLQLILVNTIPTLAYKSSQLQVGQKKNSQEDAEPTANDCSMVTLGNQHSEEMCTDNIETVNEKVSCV
MC4R antagonist – antagonists of human melanocortin 4 receptor (MC4R) | P32245 | MC4R-expressing cells, MTII-stimulated cAMP, LANCE TR-FRET | inhibition, % at 6.5 µM | hit rate 0.48% among 360,000 | AID 540295;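 active = inhibition above its plate's cutoff, the mean of tested wells on that plate plus 3 SD, cut at about 29% in these data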;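 also: 0% = Melanotan II alone and 100% = Melanotan II plus saturating MCL0020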
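System: U2OS-MC4R stable cell line; Technique: Eu-cAMP/anti-cAMP TR-FRET, emission 671 nm; Repeats: single well per compound; Also added: Melanotan II; Dosing: one concentration, 6.5 µM nominal; Schedule: 30-min compound, 1-h challenge, 1-h detection, room temperature.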
H9c2 protect – modulators protecting cardiomyocytes from myocardial damage. AID 588492. H9c2 cardiomyocytes, H2O2 injury protection, ATPLite, 2 h. hit rate 0.63% among 360,000. protection from H2O2 cell death, % at 20 µM;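 active = compounds giving at least 50% protection of heart cells from peroxide-induced death in the single-dose screen, raw or plate-pattern-corrected value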;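 also: 0% = DMSO wells with peroxide and 100% = DMSO wells without peroxide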
ABHD5 PLIN5 PPI – blocks binding of human ABHD5 to perilipin-5 | Split G. princeps luciferase complementation, luminescence, 4 h | inhibition, % at 4 µM | hit rate 0.78% among 360,000 | AID 602281;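 active = inhibition above the mean inhibition across every tested compound plus 3 SD, cut at about 22% in these data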;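 also: 0% = DMSO only wells and the 100% control is not disclosed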
Granule exo inh – lytic granule exocytosis inhibition; inhibition, % at 10 µM; TALL-104 LAMP-1 surface exposure, flow cytometry; cells stimulated with thapsigargin and PMA; hit rate 0.66% among 360,000; AID 651702;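 active = inhibition above about 55%, limit read from the data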
Active calls of the source: *; . = no result given.

SMILES	N-glyco inh	aDG glyco up	MC4R barr agon	ABCB6 inh MLPCN	hiPSC survival	m5-HT2A agonist	MC4R antagonist	H9c2 protect	ABHD5 PLIN5 PPI	Granule exo inh
CCNC(=S)Nc1ccc2c(c1)c(=O)n(C)n2CC=C(C)C	0.4	0.2	-1.4	92.0	-2.8	5.1	3.2	-3.3	-9.0	0.5
COc1ccc(-c2cc(=O)oc3cc(OCC(=O)NCCCn4ccnc4)ccc23)cc1	-0.1	0.1	-1.1	101.0	-0.7	-8.1	4.2	-5.4	-5.6	-0.2
CCCNC(=O)CCn1cc(-c2ccc(OC)cc2)nc1-c1ccncc1	3.9	0.0	0.5	105.0	0.6	-4.4	1.3	3.3	-2.6	-7.8
COc1cccc(CC(=O)OCC(=O)NC2CCCC2)c1	1.3	0.2	0.0	93.0	-1.2	7.6	6.4	9.2	10.8	-12.6
Cc1ccc(-n2nnc3c(=O)n(Cc4cc(C)ccc4C)cnc32)cc1	1.9	-0.1	4.5	97.0	-0.6	-2.6	-0.9	-5.6	2.8	0.3
COCCn1c(=S)[nH]c2cc(C(=O)NCc3ccc(F)cc3)ccc2c1=O	2.0	-0.1	-0.5	90.0	8.0	6.3	7.0	-1.6	3.4	2.4
NC(=O)c1ccc(N=Cc2ccc([N+](=O)[O-])s2)cc1	43.9*	-0.1	-2.4	99.0	-3.0	-0.3	-1.4	-28.5	-11.8	16.4
CC(=O)Nc1ccc2nc(C)n(Cc3ccc(Cl)cc3)c(=O)c2c1	-0.5	-0.1	-2.7	108.0	-1.1	-1.7	6.1	1.7	3.2	-4.4
N#CCN1CCC2(O)CCCCC2C1c1ccc2c(c1)OCO2 (stereo unspecified)	1.3	-0.1	0.3	100.0	-0.7	-2.8	-7.7	-1.0	-1.2	-5.5
O=C(CN1C(=O)NC2(CCOc3ccccc32)C1=O)c1ccc(F)c(F)c1 (stereo unspecified)	2.5	-0.1	-1.6	98.0	-0.6	0.5	5.4	-2.1	3.6	-1.0
CC(C)C(=O)NC(=S)Nc1ccc(S(=O)(=O)N(C)C)cc1	-1.4	0.3	-1.5	99.0	-1.0	1.5	-2.0	-2.2	3.1	-15.4
CCCCn1c(N)c(N(CC(C)C)C(=O)c2ccc(OCc3c(C)noc3C)cc2)c(=O)[nH]c1=O	-0.8	0.2	-2.1	99.0	-0.5	2.0	10.8	0.5	-5.9	3.7
CCN(CC)C(=O)CSc1nc2c(sc(=S)n2-c2ccccc2)c(=O)n1-c1ccc(OC)c(OC)c1	-0.4	-0.1	0.1	95.0	1.4	-1.5	17.7	-5.1	-0.6	-12.6
O=C(COc1ccccc1Cl)Nc1cc(Cl)ccc1O	1.6	0.0	-1.5	102.0	-1.2	0.9	-3.9	6.8	4.0	4.4
Cc1cc(C)c(S(=O)(=O)N2CCOC2CNC(=O)C(=O)NCCc2c[nH]c3ccccc23)c(C)c1 (stereo unspecified)	1.7	1.8	-0.3	96.0	-0.2	-0.8	-1.7	12.7	2.4	-6.1
O=C(Nc1cnns1)Oc1ccccc1	1.3	0.1	-1.7	99.0	3.8	-5.2	9.7	4.8	-3.9	-3.2
Cc1ccc(S(=O)(=O)N(C)CC(=O)OCC(=O)NC(=O)Nc2ccc3c(c2)OCCO3)cc1	-2.1	0.0	1.9	105.0	5.6	-0.3	16.5	4.6	4.1	5.3
CCc1nnc(NC(=O)c2c(-c3ccccc3)noc2C)s1	0.1	-0.1	-1.5	93.0	1.6	-5.1	-3.5	2.2	0.2	-5.7
Cc1cc(NCc2ccccc2)c2ccccc2n1	-2.7	0.5	-0.5	96.0	0.8	6.2	2.5	-15.8	-4.7	11.5
CC(=O)N1CCc2cc(S(=O)(=O)CCC(=O)NCc3cccs3)ccc21	-0.8	-0.3	-2.5	83.0	-0.4	6.8	0.3	-12.6	0.1	-1.3
Nc1ccccc1C(=O)NCCCN1CCOCC1	1.7	-0.1	-1.3	89.0	0.4	-2.1	3.0	3.3	5.1	0.2
CCCc1ccc(OC(=O)c2ccc(O)cc2Cl)cc1	-12.5	0.0	-1.7	103.0	-2.2	1.8	-0.7	-8.0	-8.0	4.8
Cc1[nH]n(C)c(=O)c1N=Nc1ccc(S(C)(=O)=O)cc1	2.3	-0.2	-1.6	99.0	0.4	0.0	-21.9	5.0	1.1	1.4
COc1ccc(CCNC(=O)c2cc([C@@H](NC(=O)OC(C)(C)C)C(C)C)sc2N)cc1OC	.	0.1	.	.	.	-3.4	.	.	-10.5	-2.3
CCOC(=O)C(=Cc1c[nH]c2ccc(S(=O)(=O)N(C)C)cc12)C(=O)OCC	9.3	-0.1	0.4	97.0	0.2	4.6	-53.3	-4.8	51.5*	-0.4

Printed as active in N-glyco inh (from the list above):
smiles	N-glyco inh	aDG glyco up	MC4R barr agon	ABCB6 inh MLPCN	m5-HT2A agonist	MC4R antagonist	ABHD5 PLIN5 PPI	Granule exo inh
NC(=O)c1ccc(N=Cc2ccc([N+](=O)[O-])s2)cc1	43.9*	-0.1	-2.4	99.0	-0.3	-1.4	-11.8	16.4

Molecules shown so far containing a Cl atom, in the order listed:
SMILES	N-glyco inh	aDG glyco up	MC4R barr agon	ABCB6 inh MLPCN	hiPSC survival	m5-HT2A agonist	MC4R antagonist	H9c2 protect	ABHD5 PLIN5 PPI	Granule exo inh
CC(=O)Nc1ccc2nc(C)n(Cc3ccc(Cl)cc3)c(=O)c2c1	-0.5	-0.1	-2.7	108.0	-1.1	-1.7	6.1	1.7	3.2	-4.4
O=C(COc1ccccc1Cl)Nc1cc(Cl)ccc1O	1.6	0.0	-1.5	102.0	-1.2	0.9	-3.9	6.8	4.0	4.4
CCCc1ccc(OC(=O)c2ccc(O)cc2Cl)cc1	-12.5	0.0	-1.7	103.0	-2.2	1.8	-0.7	-8.0	-8.0	4.8

Arranged by molecular weight (falling): some entries from above
SMILES	N-glyco inh	aDG glyco up	MC4R barr agon	ABCB6 inh MLPCN	hiPSC survival	m5-HT2A agonist	MC4R antagonist	H9c2 protect	ABHD5 PLIN5 PPI	Granule exo inh
CC(=O)N1CCc2cc(S(=O)(=O)CCC(=O)NCc3cccs3)ccc21	-0.8	-0.3	-2.5	83.0	-0.4	6.8	0.3	-12.6	0.1	-1.3
CC(=O)Nc1ccc2nc(C)n(Cc3ccc(Cl)cc3)c(=O)c2c1	-0.5	-0.1	-2.7	108.0	-1.1	-1.7	6.1	1.7	3.2	-4.4
Cc1cc(NCc2ccccc2)c2ccccc2n1	-2.7	0.5	-0.5	96.0	0.8	6.2	2.5	-15.8	-4.7	11.5

Further records follow.
SMILES	N-glyco inh	aDG glyco up	MC4R barr agon	ABCB6 inh MLPCN	hiPSC survival	m5-HT2A agonist	MC4R antagonist	H9c2 protect	ABHD5 PLIN5 PPI	Granule exo inh
NC1=NC[C@H](Cc2ccc(O)cc2)N1CC1CCCCC1	2.2	-0.2	-0.5	103.0	0.2	-11.4	5.4	-8.2	4.8	65.4*
CCOC(=O)CNC(=O)CSc1nnnn1-c1ccc(C)c(C)c1	0.7	0.0	1.4	103.0	4.6	5.6	3.6	7.2	7.3	1.1
CCCn1nc(C(=O)NCC(C)(C)N2CCOCC2)c2ccccc2c1=O	3.8	0.0	-1.1	100.0	-1.3	-3.5	10.3	0.0	-2.0	4.6
COc1ccccc1N1CCN(C(=O)c2cc(-c3ccc4c(c3)OCO4)on2)CC1	-0.1	-0.2	-1.7	93.0	1.4	2.4	-3.1	-10.2	-4.8	2.0
N/C(CS(=O)(=O)c1ccccn1)=N\OC(=O)c1ccc(Cl)cc1	0.8	-0.1	-1.3	97.0	-0.4	1.8	0.9	7.0	-4.4	0.4
CC12CCC(=O)N1C(C(=O)Nc1cc(C(F)(F)F)ccc1N1CCOCC1)CS2 (stereo unspecified)	2.7	-0.2	-3.3	83.0	-0.3	1.6	16.0	5.6	-1.2	-4.6
NC(=O)C1C2CCC(C2)C1C(N)=O (stereo unspecified)	-0.1	0.5	-0.9	99.0	1.6	6.4	13.8	-1.5	-4.2	0.1
CCCN1CCN(CCCNC(=O)Cn2nc(C)n3c(cc4cc(OC)ccc43)c2=O)CC1	1.6	-0.1	-0.9	104.0	-0.4	-1.1	3.1	3.3	1.6	-0.2
Cc1cccc(NC(=O)CNC(=O)COC(=O)C2CC2C)c1C (stereo unspecified)	1.1	0.0	-1.5	92.0	-0.3	7.8	7.2	3.3	-2.0	3.1
COc1ccccc1N1C(=O)c2ccc(C(=O)Nc3ccccc3O)cc2C1=O	-1.0	0.1	-2.0	99.0	-0.1	-5.4	9.6	0.2	-2.5	0.5
O=C(O)c1cc2c(=O)c3ccccc3oc2nc1C(F)(F)F	-0.4	0.0	-0.1	97.0	-0.5	6.7	18.2	5.9	1.0	-4.0
Cc1[nH]c(=O)[nH]c(=O)c1S(=O)(=O)N1CCN(c2ccccc2)CC1	1.2	-0.3	-1.3	100.0	0.1	0.8	-1.5	2.5	2.1	-0.7
CCOC(=O)CSc1nc(C)cc(C)n1	0.8	-0.3	-0.8	192.0	-2.7	0.4	1.5	1.0	3.0	25.1
COc1ccc(N2C3=C(CC4=C2CCCC4=O)C(=O)CCC3)cc1	0.3	-0.4	-1.2	88.0	0.0	1.9	-0.5	19.7	-8.7	-1.4
Cc1ccccc1-c1ccc(CN2C(C(C)C)C(=O)N(Cc3cn(CCC4OCCO4)nn3)CCS2(=O)=O)cc1 (stereo unspecified)	-1.0	0.0	.	94.0	-0.7	1.6	.	-1.4	14.6	0.0
COc1cc(/C=N/NC(=O)c2cccc(N3CCCC3=O)c2)ccc1O	1.1	-0.1	-0.9	104.0	-0.6	7.4	1.6	-1.4	3.0	-2.2
CCc1ccc(NC(=O)CSc2ccc(-c3ccco3)nn2)cc1	0.8	0.2	-2.1	95.0	0.0	0.3	21.8	-1.4	7.5	0.8
Cc1cc([N+](=O)[O-])nn1CC(=O)NCCCn1ccnc1	0.2	-0.1	-2.8	98.0	0.0	2.6	-3.9	-3.2	-3.0	-1.6

Full records, quoted from the list. Screens in order: N-glyco inh | aDG glyco up | MC4R barr agon | ABCB6 inh MLPCN | hiPSC survival | m5-HT2A agonist | MC4R antagonist | H9c2 protect | ABHD5 PLIN5 PPI | Granule exo inh
O=C(O)c1cc2c(=O)c3ccccc3oc2nc1C(F)(F)F is entered as -0.4 | 0.0 | -0.1 | 97.0 | -0.5 | 6.7 | 18.2 | 5.9 | 1.0 | -4.0
CCOC(=O)CNC(=O)CSc1nnnn1-c1ccc(C)c(C)c1 is entered as 0.7 | 0.0 | 1.4 | 103.0 | 4.6 | 5.6 | 3.6 | 7.2 | 7.3 | 1.1
